Assay outcomes: PubChem, National Center for Advancing Translational Sciences (NCATS)
HCV inh – inhibitors of hepatitis C virus infection. Huh7.5.1 HCVcc-Cre infection, luciferase reporter, 44 h. AID 651820. Potency, µM (top dose mostly 41.8 µM), inactives show at the top dose activity change, negative = inhibition, usual class: inhibitors. 3.4% of 340,000 active; further: potency means the concentration at half of the fitted maximal effect
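Whole-lifecycle infectious HCVcc-Cre system; cells 1,000/well, compound then virus (~0.5 moi) added 4 h after plating, 44 h culture. Luciferase read 15 sec following 15 min substrate incubation, room temp.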
AmpC detergent – blocks E. coli AmpC beta-lactamase in detergent assay. P00811. AmpC hydrolysis of nitrocefin, absorbance 480 nm, 0.01% Triton. Potency, µM (highest dose often 114 µM), without a hit: at the top dose activity change, negative = inhibition, hits mostly inhibitors. 0.041% of 370,000 active;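 further: potency means the concentration at half of the fitted maximal effect; 0% = no-compound wells and -100% = no-enzyme wells; nearly all actives have a fitted effect of over 25% in size; some results filed as inactive show a strong effect at the top dose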
Target sequence (P00811 whole entry, looked up): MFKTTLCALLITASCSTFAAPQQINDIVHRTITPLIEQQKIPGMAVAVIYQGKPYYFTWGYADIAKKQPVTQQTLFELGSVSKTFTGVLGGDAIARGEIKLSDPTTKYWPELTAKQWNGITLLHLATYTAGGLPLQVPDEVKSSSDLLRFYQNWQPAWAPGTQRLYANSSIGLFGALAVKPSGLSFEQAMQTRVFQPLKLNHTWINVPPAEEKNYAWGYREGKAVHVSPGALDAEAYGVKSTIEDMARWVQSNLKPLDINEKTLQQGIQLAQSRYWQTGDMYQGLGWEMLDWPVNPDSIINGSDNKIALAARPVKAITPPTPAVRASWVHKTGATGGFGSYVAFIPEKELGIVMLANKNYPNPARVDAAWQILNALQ
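AmpC (5.3 nM in the dispensed reagent) in 20 mM phosphate pH 7.0 with 0.01% (detergent screen) or 0.0001% Triton X-100 was preincubated with compounds for 15 min at room temperature. Nitrocefin was then added from an 800 uM solution, and hydrolysis was followed at 480 nm.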
Sm TGR inh – S. mansoni TGR enzyme inhibition; Q962Y6; purified TGR, DTNB reduction, TNB absorbance 405 nm; Potency, µM (titrated, usually from 114 µM), for inactives: at the top dose activity change, negative = inhibition, usual class: inhibitors; 3% of 360,000 active; further: potency means the concentration at half of the fitted maximal effect; nearly all actives have a fitted effect of over 60% in size
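Kinetic colorimetric format: TGR-catalysed, NADPH-driven DTNB reduction monitored via TNB absorbance. Enzyme dispensed at 20 nM; compound exposure 15 min at room temperature before reaction start.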
Giardia FBPA inh – inhibitors of Giardia lamblia fructose-1,6-bisphosphate aldolase; Potency, µM (highest dose often 59.6 µM), without a hit: at the highest dose activity, negative = inhibition, usual class: inhibitors; purified Giardia FBPA; 0.71% of 290,000 active; AID 2451; A8B2U2; further: potency means the concentration at half of the fitted maximal effect; nearly all actives have a fitted effect of over 55% in size
Target sequence (A8B2U2 whole entry, looked up): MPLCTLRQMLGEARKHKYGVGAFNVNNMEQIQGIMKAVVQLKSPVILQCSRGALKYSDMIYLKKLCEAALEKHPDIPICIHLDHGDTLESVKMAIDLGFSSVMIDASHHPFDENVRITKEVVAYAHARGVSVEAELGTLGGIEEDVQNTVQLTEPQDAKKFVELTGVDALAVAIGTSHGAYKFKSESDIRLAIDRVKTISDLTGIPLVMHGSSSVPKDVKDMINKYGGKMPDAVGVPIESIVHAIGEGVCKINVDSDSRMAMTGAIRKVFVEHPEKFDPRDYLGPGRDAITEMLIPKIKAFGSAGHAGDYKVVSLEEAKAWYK
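Giardia FBPA (40 nM reagent) was preincubated 10 min at RT with compound (up to 57.5 uM final), then substrate plus GAPDH/TPI/NAD/arsenate coupling system with diaphorase/resazurin was added; resorufin fluorescence (525/598 nm) was read after 20 min.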
AmpC no deterg – AmpC beta-lactamase inhibition without detergent; 0.52% of 330,000 active; AmpC nitrocefin hydrolysis, absorbance 480 nm, 0.0001% Triton; AID 485341; Potency, µM (doses to about 57.1 µM), for inactives: at the top dose activity change, negative = inhibition, hits mostly inhibitors;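 further: potency means the concentration at half of the fitted maximal effect; plate controls were no compound for no effect and no enzyme for full effect; nearly all actives have a fitted effect of over 20% in size; some results filed as inactive show a strong effect at the top dose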
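AmpC (5.3 nM in the dispensed reagent) in 20 mM phosphate pH 7.0 with 0.01% (detergent screen) or 0.0001% Triton X-100 was preincubated with compounds for 15 min at room temperature. Nitrocefin was then added from an 800 uM solution, and hydrolysis was followed at 480 nm.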
HCMV antiviral – blocks human cytomegalovirus replication; HFF cells, HCMV-luciferase reporter, 72 h; hits give low values; activity change, negative = inhibition, % at 57.5 µM; 4.5% of 410,000 active; AID 1259415; in the data active means activity change below about -60%; inconclusive means no clear call, values can overlap the other calls; inactive means above about -39%
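HFF cells seeded 16 h at 37C, treated with compounds, infected with luciferase-reporter HCMV at MOI 1 PFU/cell; luciferase read at 72 h post infection, normalized to buffer-only and Salinomycin controls.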
Active calls of the source: *; u = inconclusive; x = no result given; & = joins results of further samples; [ ] = dose if it differs, or a comment. Unless noted, the call rests on the fitted dose curve; in most records, active means well fitted curve in the direction sought with a large enough effect; inconclusive means small, poorly fitted or top-dose-only effect, or another doubt; inactive means no such curve, though single readings can be large; an effect the other way counts as inactive or inconclusive. Unless noted, on the % scale 0 is the no-effect control and ±100 the full control effect.

structure	HCV inh	AmpC detergent	Sm TGR inh	Giardia FBPA inh	AmpC no deterg	HCMV antiviral
O=C(N/N=C/c1ccccc1)C(O)c1ccccc1 (configuration not stated)	13%	-8%	-20%	7%	-9%	38
COc1ccc(O)c(C(=O)CC(=O)c2ccccc2)c1	x	-2%	1%	-29%	-8%	x
Cc1ccc(C(=O)COc2ccc3ccc(=O)oc3c2)cc1	-13%	6%	10%	3%	-3%	-37
Cc1cc(C(=O)COC(=O)C2=COCCO2)c(C)n1-c1ccccc1	u	x	x	x	18%	u
O=C(Cc1cccs1)Nc1nc(-c2ccc(F)c(F)c2)cs1	u	9%	-9%	7%	-41%	16
COc1ccc2c(c1)NC(c1ccc(N(C)C)cc1)c1cccn1-2 (configuration not stated)	-11%	17%	50µM*	u	75%[activator]	-21
CN(CCO)c1nc2c(c(=O)n(Cc3ccc(Cl)cc3)c(=O)n2C)n1C	-10%	-11%	6%	5%	45%	-16
O=C(c1ccncc1)N1CCN(S(=O)(=O)c2cccc(C(F)(F)F)c2)CC1	2%	-2%	-11%	x	0%	-22
Cc1ccccc1N(CC(=O)NCCSCc1ccccc1)S(C)(=O)=O	4%	2%	1%	-3%	2%	22
NC(=O)C1CCN(C(=O)Cn2c(-c3cccs3)cc3ccccc32)CC1	x	9%	2%	x	x	31
C/C(=N\N1C(C)CCCC1C)c1ccccc1O (configuration not stated)	2%	6%	-5%	6%	-10%	-9
O=C(/C=C/c1ccc(F)cc1)N1CC[C@@]2(O)CCCC[C@H]2C1	-3%	-5%	-3%	1%	-3%	u
Cc1ccccc1OCCn1cc(C(=O)c2ccco2)c2ccccc21	x	27%	-2%	x	x	-3
CCOc1ccc(CN2C(=O)c3ccccc3C2=O)cc1C(=O)N1CCC(C(N)=O)CC1	28%	5%	1%	x	24%	76
CCOC(=O)c1ccc(S(=O)(=O)N2CCN(CC(O)COc3ccc(C#N)cc3)CC2)cc1 (configuration not stated)	u	-6%	2%	u	79%[activator]	1

Continued.
structure	HCV inh	AmpC detergent	Sm TGR inh	Giardia FBPA inh	AmpC no deterg	HCMV antiviral
Cc1ccc(N2CC3=C(C2=O)C(c2ccccc2)NC(=O)N3C)cc1 (configuration not stated)	4%	4%	-22%	0%	-8%	u
CCOC(=O)N1CCC(NS(=O)(=O)c2ccc3c(c2)CCN3C(C)=O)CC1	u	-7%	-23%	5%	5%	-26
CCCc1nnc(NC(=O)c2cccnc2)s1	31%[activator]	3%	9%	2%	-13%	45
CCOc1ccc(C(=O)Nc2ccccc2NC(C)=O)cc1OCC	-15%	-7%	12%	-2%	-12%	-25
CNS(=O)(=O)c1cccc(C(=O)Nc2cccnc2)c1	9%	3%	0%	4%	-9%	24
CC(C)NC(=O)CSc1nnc2sc3ccccc3n12	8%	-13%	0%	13%	-10%	28
Cc1ccc(S(=O)(=O)N2C(=O)CCC2C(=O)O/N=C(\N)c2ccccc2)cc1 (configuration not stated)	28%	9%	-1%	-3%	26%	u
CCn1c(=O)cc(OCC(=O)N2CCN(C(=O)c3ccco3)CC2)c2ccccc21	-7%	-3%	-24%	-4%	0%	130
O=C(CCN1CCCCCC1)c1ccccc1	8%	-4%	0%	-6%	-27%	40
COc1cccc(C2NC(CC(C)C)(C(=O)O)C3C(=O)N(Cc4ccccc4)C(=O)C23)c1O (configuration not stated)	10%	-15%	-12%	-16%	-9%	0
CCOc1nc(SCCOc2ccc(Cl)cc2Cl)nc(N(C)C)n1	u	u	-22%	0%	-27%	-16
CCN(C(=O)CSc1nc2cc(C(=O)O)ccc2c(=O)n1Cc1ccccc1)c1ccccc1	-3%	-12%	0%	22%	-5%	x
CC(=O)c1cnc(SCc2ccc(Cl)cc2)nc1C	u	-3%	x	0%	10%	7
Cc1ccccc1OCCC(=O)Nc1ccccc1C(=O)N1CCCCC1	5%	-6%	1%	x	-2%	-11
CCc1ccc(C(=O)N2CCN(c3ccc(NC(=O)c4cccnc4)cc3)CC2)cc1	-24%	0%	4%	x	63%[activator]	u

Reprinted from the part before: two compounds, then new ones.
structure	HCV inh	AmpC detergent	Sm TGR inh	Giardia FBPA inh	AmpC no deterg	HCMV antiviral
Cc1ccccc1OCCC(=O)Nc1ccccc1C(=O)N1CCCCC1	5%	-6%	1%	x	-2%	-11
CCc1ccc(C(=O)N2CCN(c3ccc(NC(=O)c4cccnc4)cc3)CC2)cc1	-24%	0%	4%	x	63%[activator]	u
CCOC(=O)C(C(=O)Nc1nc2ccccc2s1)C1CCCCC1 (configuration not stated)	-20%	-3%	1%	-4%	21%	11
COc1ccc(S(=O)(=O)N2CCOCC2)cc1NC(=O)Cc1ccc(Cl)c(Cl)c1	-2%	u	5%	16%	36%	-33
O=C(NCC1CCCO1)C(=O)NCC1CCCN1S(=O)(=O)c1ccccc1 (configuration not stated)	27%	u	2%	x	-4%	-29
CCOC(=O)C(CC)(CCC(=O)O)c1csc(Nc2ccc(C)cc2)n1 (configuration not stated)	-27%	1%	6%	6%	-9%	-34
CN(C)c1ccc(/C=N/NC(=O)C(=O)N2CCCCCC2)cc1	-4%	3%	7%	2%	-13%	0
O=C(NCc1ccco1)c1cccc(F)c1	16%	-4%	-11%	9%	x	52
COc1ccc(-c2cc(C)no2)cc1S(=O)(=O)N1CCc2ccccc21	x	2%	-4%	x	x	0
CCOC(=O)c1c(C2COc3ccccc3O2)csc1N (configuration not stated)	-26%	u	3%	0%	-14%	-33
Cc1cccn2cc(CCNC(=O)Cc3cccs3)nc12	-10%	0%	5%	-1%	-9%	-2
COc1ccc(N2CCOCC2)c(NC(=O)c2cccc3ccccc23)c1	u	u	0%	2%	5%	-30
CCOc1ccccc1-n1c(C)nc2cc(C(=O)O)ccc21	-15%	-1%&16%	5%&7%	11%	-12%	11&1
CCCCCCCCS(=O)C1CS(=O)(=O)CC1O (configuration not stated)	15%	5%	-24%	1%	-9%	-2
Cc1ccc(S(=O)(=O)NCCC(=O)NCCc2ccc(S(N)(=O)=O)cc2)cc1C	4%	x	x	x	-24%	-7
CCOC(=O)c1[nH]c2ccccc2c1NC(=O)c1c(F)cccc1F	x	3%	-8%	x	x	-2
NS(=O)(=O)c1ccc(CCNCc2ccccc2OCc2ccc(F)cc2)cc1	u	2%	0%	-8%	-8%	-67*

(listing goes on)
structure	HCV inh	AmpC detergent	Sm TGR inh	Giardia FBPA inh	AmpC no deterg	HCMV antiviral
CCOc1ccc(NC(=O)c2cc(OC)nc3ccccc23)cc1	u	1%	-9%	10%	0%	-64*
COc1n[nH]c(C(=O)Nc2cc(Cl)ccc2Cl)c1[N+](=O)[O-]	1%	-7%	x	1%	-28%	-24
COc1ccc(CC(=O)NCCCSc2ccccc2)cc1OC	u	13%	-27%	x	-15%	-6
CC(C)c1ccc(NC(=O)CN2C(=O)c3cccc4cccc2c34)cc1	x	-2%	7%	x	x	-11
O=C1N[C@@H](c2ccccc2)COC(=O)[C@@H](Cc2ccc(F)cc2)C/C=C\C[C@@H]1CC(=O)N(CCO)Cc1ccccc1	u	x	x	x	108%[activator]	37
Cc1ccc(C(=O)Nc2ccccc2C(=O)N2CCOCC2)cc1[N+](=O)[O-]	8%	-1%	-7%	1%	-5%	4
CCN1CCN(c2cc(C)c3cc(NC(=S)N4CCOCC4)ccc3n2)CC1	u	3%	3%	-10%	-1%	-27
c1ccc(-c2nnc(SCCC3OCCCO3)o2)cc1	13%	-9%	-24%	4%	1%	129
Cn1cnnc1SCC(=O)Nc1ccc(F)cc1	u	u	32%	2%	-11%	-16
Cc1ccc(NC(=O)Cn2nc(C(=O)O)c3ccccc3c2=O)c([N+](=O)[O-])c1	28%	-4%	-2%	-2%	-20%	117
Cc1cc(/C=C(\C#N)C(=O)Nc2ccccc2F)c(C)[nH]1	u	3%	u	0%	-15%	82
COC(=O)c1nc(N)sc1C	16%	-5%	x	-1%	-8%	-22
CCOC(=O)c1c(NC(=S)N2CCCCC2)sc2c1CCN(C(=O)OCC)C2	-69%	2%	-17%	-8%	59%	-98*
COc1ccc2cc(C(=O)O)ccc2c1	14%	-5%	1%	10%	-22%	90
Cc1ccc(/C=C/C(=O)NCc2ccc(S(N)(=O)=O)cc2)o1	7%	0%	x	-20%	-44%	u

2 of the compounds above, field by field.
> COc1n[nH]c(C(=O)Nc2cc(Cl)ccc2Cl)c1[N+](=O)[O-]
- HCV inh: 1%
- AmpC detergent: -7%
- Sm TGR inh: x
- Giardia FBPA inh: 1%
- AmpC no deterg: -28%
- HCMV antiviral: -24

> COc1ccc2c(c1)NC(c1ccc(N(C)C)cc1)c1cccn1-2 (configuration not stated)
- HCV inh: -11%
- AmpC detergent: 17%
- Sm TGR inh: 50µM*
- Giardia FBPA inh: u
- AmpC no deterg: 75%[activator]
- HCMV antiviral: -21

Following part:
structure	HCV inh	AmpC detergent	Sm TGR inh	Giardia FBPA inh	AmpC no deterg	HCMV antiviral
Cc1ccc(-n2nnnc2SCC(=O)Nc2ccccc2N2CCCCC2)cc1C	10µM*	-12%	0%	8%	-19%	-27
COc1ccc(CCn2c(NCCCN3CCOCC3)nc3c2c(=O)[nH]c(=O)n3C)cc1	33%&19%[activator]	2%	-1%	-7%	-8%	23
C=CC[C@H](CC(=O)NCCO)C(=O)NC[C@@H](OC(=O)[C@H](CC=C)CC(=O)OC(C)(C)C)c1ccccc1	-12%	x	x	x	271%[activator]	7
CCOC(=O)C1=C(C)N=c2s/c(=C/c3cccc(OCC(=O)O)c3)c(=O)n2C1c1ccc(F)cc1 (configuration not stated)	x	-6%	-16%	-1%	39%	-31
Cc1sc(C(C2C(=O)CC(C)(C)CC2=O)C2C(=O)CC(C)(C)CC2=O)cc1[N+](=O)[O-]	4%	u	u	-8%	-52%	36
COC(=O)c1cc(NC(=O)CC2NCCNC2=O)cc(C(=O)OC)c1 (configuration not stated)	8%	-1%	1%	2%	-19%	4
CC1(C(=O)O)CCC(C(=O)Nc2cccc(F)c2)C1(C)C (configuration not stated)	3%	0%	6%	-2%	-3%	-17
CCOc1ccc2c(c1)[nH]c(=S)n2C	-16%	4%	-2%	-23%	-20%	15
Cc1ccc(-c2nc(C)c(CCNS(=O)(=O)c3ccccc3F)s2)cc1	x	3%	1%	x	x	-18
Cc1cc(C)cc(N=c2c([N+](=O)[O-])nn(-c3cccc(Cl)c3)n2O)c1	u	4%	-25%	0%	-22%	4
CC1CCCCN1C(=O)C12CCC(C)(/C(=N/O)C1)C2(C)C (configuration not stated)	2%	u	1%	7%	-12%	7
Cc1ccc(C(=O)Nc2ccc(N3CCN(C(=O)c4cccs4)CC3)cc2)c(Cl)c1	u	-3%	24%	-1%	-9%	u
O=C(Nc1nccs1)c1c(O)c2c([nH]c1=O)CCCC2	13%	-5%	11%	-3%	-10%	0
COc1cccc(C(=O)C2CN(c3ccccc3)CC2c2ccc(Cl)cc2)c1 (configuration not stated)	12%	-5%	-7%	1%	u	-28
Nc1nc(C(F)(F)F)cc(=O)[nH]1	-7%	4%	4%	2%	-6%	30
Cc1ccc(NC(=O)CSc2nccn2Cc2ccco2)c(C)c1	-7%	4%	5%	14%	-12%	x
Cc1nnc2c3ccccc3nc(N3CCN(c4cccc(Cl)c4)CC3)n12	x	3%	2%	x	x	u
Cc1nc(-c2nc(-c3c(C(=O)NNC(=O)Nc4cccc(Cl)c4)noc3C)cs2)cs1	-16%	11%	17%	7%	-42%	8
